Screens: PubChem, National Center for Advancing Translational Sciences (NCATS)
Abeta yeast res: qHTS for compounds that reverse cellular toxicity of Amyloid beta (A-beta) peptide in yeast: Primary Screen. yeast expressing A-beta42, growth rescue, OD600, 48 h; response scale: 0% DMSO, 100% iron-clioquinol control. Potency, µM (top dose mostly 46.1 µM), for inactives: at the highest dose growth rescue, most hits filed as activators. 410,000 compounds, 0.063% hits; also: potency is read from the fitted curve at half-maximal effect; nearly all actives have a fitted effect of over 55% in size
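Yeast A-beta toxicity model in growth medium with pinned compounds, 48 h at 30 C; growth read as absorbance at 600 nm. Normalized to FeCl3/clioquinol equimolar mix (positive) and DMSO (negative).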
aSyn yeast inh: qHTS of alpha-syn Inhibitors. 370,000 compounds, 0.14% hits. Yeast expressing alpha-synuclein, growth rescue, BacTiter-Glo, 24 h. Potency, µM (top dose mostly 46.1 µM), for inactives: at the highest dose growth rescue (activation), most hits filed as activators; also: potency is read from the fitted curve at half-maximal effect; % of control where 0% means no effect; nearly all actives have a fitted effect of over 65% in size
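Readout is rescue of growth in alpha-synuclein-expressing yeast, so inhibitors of toxicity appear as activators. Growth after 24 hr at 30 deg C in galactose medium is quantified by luminescence.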
EPAC1 ag: qHTS for Agonist of cAMP-regulated guanine nucleotide exchange factor 3 (EPAC1): primary screen; EPAC1 agonist qHTS, biochemical assay; response scale: 100% = response to 6.5 mM cAMP; Potency, µM (series often up to 154 µM), inactives show at the highest dose activation, most hits filed as activators; 360,000 compounds, 0.073% hits; also: potency is read from the fitted curve at half-maximal effect; nearly all actives have a fitted effect of over 60% in size
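EPAC1 100 nM, Rap1B–BODIPY-GDP 250 nM, unlabeled GDP 50 uM; compound titration; 5 min RT; kinetic read ex480/em540 at 5-min intervals ×30 min; data normalized to 6.5 mM cAMP agonist control.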
FUS suppressor: qHTS for Suppressors of FUS Proteinopathy: Primary screen using FUS-linked yeast assay | S. cerevisiae FUS-expressing, growth rescue, OD600, 24 h | Potency, µM (doses to about 76.6 µM), for the others: top-dose growth rescue (activation), usual class: activators | 390,000 compounds, 0.24% hits;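 also: potency is read from the fitted curve at half-maximal effect; plate controls were DMSO vehicle for no effect and reference control for full effect; nearly all actives have a fitted effect of over 55% in size; some results filed as inactive show a strong effect at the top dose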
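Cultures pregrown in 2.5% raffinose medium are shifted to minimal medium containing 2% galactose to express toxic FUS. Compounds are tested at several concentrations. After 24hr at 30C, growth is quantified at 600 nm absorbance.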
EPAC1 antagonist: qHTS for Antagonist of cAMP-regulated guanine nucleotide exchange factor 3 (EPAC1): primary screen. EPAC1 GEF assay, Rap1b-BODIPY-GDP exchange fluorescence. 360,000 compounds, 0.14% hits. Potency, µM (titrated, usually from 115 µM), for inactives: top-dose activity change, negative = inhibition, actives largely listed as inhibitors;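 also: potency is read from the fitted curve at half-maximal effect; plate controls were vehicle for no effect and positive control for full effect; nearly all actives have a fitted effect of over 50% in size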
IL2 activator: qHTS of IL-2 Activators | IL-2 activation reporter assay, cell-based qHTS; stimulated with anti-CD3/CD4/CD28 beads; in transgenic mouse T cells | activation, % (series mostly up to about 46 µM) | 360,000 compounds, 0.065% hits | AID 652025, 2013; in the data active = activation above about 50%; inconclusive = mostly about 30% to 49%; also: 0% is about no effect
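Unstimulated transgenic mouse T cells preincubated 60 min with compound, then stimulated with anti-CD3/anti-CD4-coated beads plus anti-CD28 for 18 h at 37 degrees C. IL-2 response read as EGFP and DsRed fluorescence by plate cytometry.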
PLK1 PBD block: qHTS for Inhibitors of PLK1-PDB (polo-like kinase 1 - polo-box domain): Primary Screen. Serine/threonine-protein kinase PLK1 (Homo sapiens), P53350. Plk1 PBD binding of FITC phosphopeptide, fluorescence polarization. Potency, µM, without a hit: max response, negative = inhibition, usual class: inhibitors. 360,000 compounds, 2.8% hits; also: potency is read from the fitted curve at half-maximal effect; series mostly up to about 57 µM; % is scaled to controls: 0 for no effect and ±100 for the full control effect; nearly all actives have a fitted effect of over 65% in size
Target sequence (P53350 whole entry, looked up, the tested form may be a part): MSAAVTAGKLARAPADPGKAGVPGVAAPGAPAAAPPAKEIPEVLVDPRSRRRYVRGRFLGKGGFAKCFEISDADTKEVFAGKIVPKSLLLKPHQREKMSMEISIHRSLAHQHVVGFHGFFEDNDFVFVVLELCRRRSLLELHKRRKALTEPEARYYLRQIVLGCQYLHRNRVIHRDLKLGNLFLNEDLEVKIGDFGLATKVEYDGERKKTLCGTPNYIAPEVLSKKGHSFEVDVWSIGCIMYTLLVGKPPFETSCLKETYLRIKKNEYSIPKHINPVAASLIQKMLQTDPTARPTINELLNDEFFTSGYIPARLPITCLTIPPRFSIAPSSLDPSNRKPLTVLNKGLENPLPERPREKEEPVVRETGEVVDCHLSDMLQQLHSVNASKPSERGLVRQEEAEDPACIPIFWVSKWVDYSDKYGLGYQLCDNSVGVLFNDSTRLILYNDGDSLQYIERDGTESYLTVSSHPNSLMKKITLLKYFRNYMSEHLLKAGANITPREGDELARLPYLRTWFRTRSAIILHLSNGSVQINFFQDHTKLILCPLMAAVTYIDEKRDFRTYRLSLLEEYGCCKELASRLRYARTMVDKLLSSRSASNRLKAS
PI5P4K alpha inh: qHTS for Inhibitors of phosphatidylinositol 5-phosphate 4-kinase (PI5P4K). AID 652105, 2013. 330,000 compounds, 1.2% hits. max response, %. PI5P4Kalpha enzyme, ADP-Glo luminescence, 60 min; active compounds read low. Phosphatidylinositol 5-phosphate 4-kinase type-2 alpha (Homo sapiens), P48426; active = max response of -50% or lower; inconclusive = between -30% and -50%; inactive = -30% or higher; also: value at the top dose of about 77 µM; % is scaled to controls: 0 for no effect and ±100 for the full control effect
Target sequence (P48426 whole entry, looked up): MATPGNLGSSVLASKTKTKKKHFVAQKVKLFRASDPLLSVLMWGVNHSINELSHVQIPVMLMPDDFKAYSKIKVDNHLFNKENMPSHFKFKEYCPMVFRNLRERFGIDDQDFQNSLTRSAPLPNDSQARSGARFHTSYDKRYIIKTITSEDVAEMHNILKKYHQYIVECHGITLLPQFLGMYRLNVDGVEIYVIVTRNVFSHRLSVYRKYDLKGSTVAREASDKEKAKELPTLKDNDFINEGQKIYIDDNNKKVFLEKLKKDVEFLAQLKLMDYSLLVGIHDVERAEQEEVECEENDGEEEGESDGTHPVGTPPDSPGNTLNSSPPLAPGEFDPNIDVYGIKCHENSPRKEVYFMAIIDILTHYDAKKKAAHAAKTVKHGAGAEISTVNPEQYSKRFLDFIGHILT
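Human PI5P4Kalpha with substrate in 0.038 M HEPES pH 7.4, 0.28 mM EGTA, 0.1% CHAPS, 5% DMSO; reaction started with 5 microM ATP (final), 60 min at room temperature. ADP formed read by ADP-Glo luminescence.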
WRN inhibitor: qHTS for Inhibitors of WRN Helicase; Bifunctional 3'-5' exonuclease/ATP-dependent helicase WRN (Homo sapiens), Q14191; WRN helicase unwinding, fluorescent forked duplex, kinetic; Potency, µM (doses to about 114 µM), for the others: at the highest dose activity change, negative = inhibition, usual class: inhibitors; 360,000 compounds, 0.46% hits; also: potency is read from the fitted curve at half-maximal effect; % is scaled to controls: 0 for no effect and ±100 for the full control effect; nearly all actives have a fitted effect of over 55% in size
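WRN at 20 nM final was preincubated with compound for 15 min at room temperature; reaction started with 100 nM forked duplex oligonucleotide carrying fluorophore and quencher plus 2 mM ATP (final). Unwinding followed kinetically by red fluorescence (ex 525/em 598 nm).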
* hit, by the source's call; u = inconclusive; x = not tested or not shown; [ ] = another dose, or the depositor's remark. Unless noted, calls follow the shape of the dose curve; as a rule, active = well fitted curve in the direction sought with a large enough effect; inconclusive = small, poorly fitted or top-dose-only effect, or another doubt; inactive = no such curve, though single readings can be large; an effect the other way counts as inactive or inconclusive.

1. COC(=O)[C@@H]1C[C@H]2CC[C@H](O)C[C@H]2N1Cc1ccc(-c2ccccc2)cc1
2. O=C1NC(c2ccncc2)Nc2sc3c(c21)CCCC3 (configuration not stated)
3. CC(=O)NCCC(Cc1ccccc1)c1ccco1 (configuration not stated)
4. COC(=O)C1CCN(c2cc(=O)n(C3CCCCC3)c(=O)[nH]2)CC1
5. COc1cccc(-n2nnnc2SCC(=O)NC2CCCC2)c1
6. CC(=O)c1cccc(NS(C)(=O)=O)c1
7. COc1nc(OC)nc(N2CCC(C(=O)Nc3cccc4c3CCCC4)CC2)n1
8. COc1cccc(C(=O)NC(=S)Nn2cnnc2)c1OC
9. Cc1ccc(S(=O)(=O)N2CCN(C(=O)COC(=O)Cc3c(F)cccc3Cl)CC2)c(C)c1
10. CC1OC(OC2C(CO)OC(OCC3OC(OC(=O)[C@@]45CCC(C)(C)C[C@@H]4C4=CC[C@@H]6[C@@]7(C)CCC(OC8OCC(O)C(O)C8OC8OC(C)C(O)C(O)C8O)[C@@](C)(CO)C7CC[C@@]6(C)[C@]4(C)CC5)C(O)C(O)C3O)C(O)C2O)C(O)C(O)C1O (some centres not stated)

assay / entry	1	2	3	4	5	6	7	8	9	10
Abeta yeast res	4%	-1%	16%	-2%	-8%	7%	-1%	-15%	-4%	-21%
aSyn yeast inh	9%	6%	7%	3%	10%	-1%	x	-7%	21%	1%
EPAC1 ag	-3%	4%	-9%	0%	16%	-6%	8%	1%	-1%	-16%
FUS suppressor	-13%	x	-21%	-3%	20%	-37%	32%	3%	u	12%
EPAC1 antagonist	-6%	-11%	-18%	7%	-2%	10%	6%	-3%	-12%	-11%
IL2 activator	1.0	0.4	1.1	-0.5	0.9	1.8	-1.9	3.9	-0.4	0.0
PLK1 PBD block	-5%	u	-16%	-1%	-2%	5%	-8%	24µM*	-16%	-2%
PI5P4K alpha inh	-2	-14	6	-3	x	-3	3	-21	2	12
WRN inhibitor	-1%	-4%	-28%[57.1 µM]	14%	5%	2%	2%	-4%	-8%	-1%

11. COc1ccc(-n2c(=O)c3ccccc3n(CC(=O)NCC3CCCO3)c2=O)cc1 (configuration not stated)
12. CS(=O)(=O)c1sc(C(=O)NC(=S)Nc2ccc(OC(F)(F)F)cc2)c2c1C=CCC2
13. CCOC(=O)c1c(NC(=O)CSc2nc3nc(C)cc(C)n3n2)sc(CC)c1C
14. Cc1ccc(CN2C(=O)C(=O)N(CC(N)=O)C2=O)cc1
15. COc1ccc(NC(=O)CN(C)S(=O)(=O)c2ccccc2)c([N+](=O)[O-])c1
16. Cc1ccc(/C=C/C(=O)NC(=S)Nc2ccc(S(=O)(=O)Nc3cc(C)on3)cc2)cc1
17. O=C(CSCc1ccc(Cl)cc1)N/N=C/c1ccccc1
18. CC1=C(C(=O)Nc2ccccc2)C(c2ccco2)C(C#N)=C(SCC(=O)OC(C)C)N1 (configuration not stated)
19. O=C(c1ccco1)N1CCN(C(=O)C2CCN(S(=O)(=O)Cc3ccccc3)CC2)CC1
20. CCOC(=O)C1=C(C)N(C)C(=S)NC1c1cc(OC)ccc1OC (configuration not stated)

assay / entry	11	12	13	14	15	16	17	18	19	20
Abeta yeast res	-12%	10%	10%	u	1%	11%	u	11%	-13%	6%
aSyn yeast inh	-3%	3%	4%	-5%	-2%	-13%	4%	2%	3%	4%
EPAC1 ag	0%	-6%	-2%	-5%	-14%	6%	6%	13%	3%	1%
FUS suppressor	-13%	13%	0%	11%	9%	1%	-17%	u	15%	-7%
EPAC1 antagonist	9%	-9%	-7%	4%	-4%	-1%	-26%	-11%	7%	u
IL2 activator	0.2	-0.1	-1.7	-2.0	24	0.4	3.0	-2.8	0.5	1.1
PLK1 PBD block	-2%	u	-16%	1%	17%	u	1%	-10%	-2%	-14%
PI5P4K alpha inh	-5	0	1	0	x	0	7	x	0	11
WRN inhibitor	8%[57.1 µM]	-14%	-18%	-1%	4%	-16%	-17%	-2%	-3%	1%[57.1 µM]

21. COc1ccccc1OCc1nn[nH]n1
22. CCOC(=O)N1CCN(C(=O)c2oc(=O)c3ccccc3c2-c2ccc(C)cc2)CC1
23. Cc1[nH]ccc(=O)c1Oc1ncc(C(F)(F)F)cc1Cl
24. CC12CCC(c3c1nc1ccccc1[n+]3[O-])C2(C)C (configuration not stated)
25. CC(=O)c1nn(-c2ccccc2)c(=Nc2ccccc2)cc1C
26. Cc1cc(S(=O)(=O)N2CCN=C2c2ccccc2)c(C)cc1Cl
27. COc1ccc(OC)c(C2=Nn3c(nnc3-c3cccc(OC(C)C)c3)SC2)c1
28. CCCCCCC[C@H](N)[C@H](O)C(=O)N(C)[C@@H](CCS(C)=O)C(=O)N[C@@H](Cc1ccc(O)cc1)C(=O)N[C@@H](Cc1ccc(O)cc1)C(=O)O (some centres not stated)
29. CC1(C)Cc2c(C#N)c(N3CCN(C(=O)c4ccccc4Cl)CC3)nc(-c3ccco3)c2CS1
30. CCCCN(CC)C(=O)c1cc2cc3ccc(Cl)cc3nc2o1

assay / entry	21	22	23	24	25	26	27	28	29	30
Abeta yeast res	-3%	-11%	2%	0%	-2%	-2%	3%	-11%	0%	-5%
aSyn yeast inh	-7%	8%	2%	-2%	7%	10%	3%	-1%	6%	-2%
EPAC1 ag	5%	-11%	2%	5%	3%	11%	4%	2%	4%	3%
FUS suppressor	23%	3%	-12%	8%	11%	2%	12%	-4%	11µM*	13%
EPAC1 antagonist	-5%	-20%	6%	-3%	-24%	-13%	-13%	-10%	u	-7%
IL2 activator	-1.0	-4.8	-1.5	-3.1	-0.3	-1.8	-0.8	-2.2	0.7	-1.7
PLK1 PBD block	-2%	-10%	3%	19µM*	-4%	-14%	-24%	-7%	u	-14%
PI5P4K alpha inh	3	-2	-1	-20	0	10	7	-2	-85*	25
WRN inhibitor	-2%	-1%	2%	10%	-5%	-4%	-6%	-9%	35µM*	-2%

Pulled one by one from the entries so far:
24. CC12CCC(c3c1nc1ccccc1[n+]3[O-])C2(C)C (configuration not stated)
21. COc1ccccc1OCc1nn[nH]n1
30. CCCCN(CC)C(=O)c1cc2cc3ccc(Cl)cc3nc2o1

assay / entry	24	21	30
Abeta yeast res	0%	-3%	-5%
aSyn yeast inh	-2%	-7%	-2%
EPAC1 ag	5%	5%	3%
FUS suppressor	8%	23%	13%
EPAC1 antagonist	-3%	-5%	-7%
IL2 activator	-3.1	-1.0	-1.7
PLK1 PBD block	19µM*	-2%	-14%
PI5P4K alpha inh	-20	3	25
WRN inhibitor	10%	-2%	-2%

Further structures follow.
31. COc1ccc(CCN2C(=O)CCC2(C)c2nnnn2-c2ccc3c(c2)OCCO3)cc1OC (configuration not stated)
32. Cc1ccc(C)c(S(=O)(=O)N2CCN(C(=O)CCNC(=O)c3ccc(Br)cc3)CC2)c1
33. Cc1[nH]c2ccc(F)cc2c1CCN(Cc1cccnc1)C(=S)Nc1cccc(F)c1
34. COc1ccc(OCc2cc(C(=O)N3CCCC(O)C3)no2)c2ccccc12 (configuration not stated)
35. O=C(NC1CCCCC1)Oc1cc2oc(=O)sc2cc1Br
36. O=C(Nc1ccsc1C(=O)N1CCCCCC1)c1ccccc1
37. Clc1nc2ccccc2cc1/C=N/Nc1nc2ccccc2[nH]1
38. CCS(=O)(=O)N1Cc2cc(C(=O)NCCOC)nc(-c3cccc(-c4ccncc4)c3)c2[C@@H]1CCO
39. COc1ccc(N2CCN(C(=O)c3cc(=O)c4cc(Cl)ccc4o3)CC2)cc1
40. Cc1csc(N(C)C(=O)CSc2nnc(COc3cccc4ccccc34)o2)n1

assay / entry	31	32	33	34	35	36	37	38	39	40
Abeta yeast res	-1%	9%	-1%	-6%	7%	9%	-5%	-10%	1%	13%
aSyn yeast inh	-11%	7%	0%	0%	-60%[inhibitor]	0%	-13%	-5%	8%	1%
EPAC1 ag	-4%	u	5%	12%	7%	6%	2%	-6%	-3%	13%
FUS suppressor	6%	41%	21%	x	3%	6%	12%	-1%	-2%	11%
EPAC1 antagonist	-14%	-10%	-22%	-3%	16%	1%	13%	9%	28%	1%
IL2 activator	-1.0	0.1	0.1	-1.3	0.7	-0.3	-0.1	1.7	1.0	-0.5
PLK1 PBD block	-5%	0%	-1%	-13%	2.1µM*	-6%	-4%	-4%	4%	-9%
PI5P4K alpha inh	1	1	-7	-15	-22	4	0	-8	3	x
WRN inhibitor	-3%	0%	9%	-33%	u	-3%	-2%	-2%	1%[57.1 µM]	-14%
